From PubChem
FAS TE block: blocks the thioesterase domain of human fatty acid synthase | P49327 | recombinant FAS-TE, OMFH fluorogenic substrate, fluorescence endpoint | inhibition, % at 15 µM | actives 0.67% (n = 360,000);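 active means compounds whose normalised, plate-corrected inhibition of enzyme fluorescence in the single-dose primary screen is 50% or more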;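 further: 0% = DMSO with enzyme and 100% = substrate without enzyme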
MT1-MMP act inh: blocks activation of human MT1-MMP. P50281. HT1080 RFP-PRO-GFP cells, GFP/RFP ratio fluorescence, overnight; percent of plate control window, DMSO zero. GFP/RFP ratio change, % at 20 µM. actives 0.061% (n = 360,000);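 active means GFP/RFP ratio change of at least 30% with cell ATP level not reduced by more than half and red fluorescence within 50% of control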; further: strong numbers were not always called active
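Material: RFP-PRO-GFP reporter HT1080 cells. Dosing: single-point 20 µM compound, 1% DMSO. Controls: DMSO and RFP-L50D-GFP cell wells. Timing: cells overnight before dosing, compound overnight, 37 °C, 5% CO2. Measure: GFP/RFP fluorescence ratio.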
PABP1 MLLE inh: blocks PAM2 peptide binding to the PABP1 MLLE domain. P11940. GST-MLLE / FITC-PAM2 fluorescence polarization. inhibition, % at 20 µM. actives 0.36% (n = 360,000). AID 588489; in the data active means inhibition above about 35%, passing the limit was not always enough;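 further: plate controls were DMSO wells with GST-MLLE for no effect and wells lacking GST-MLLE protein for full effect; some results filed as inactive read as strong as hits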
E coli Lon inh: inhibitors of E. coli Lon protease. P0A9M0. purified E. coli Lon protease, fluorescence polarization. inhibition, % at 7.94 µM. actives 0.42% (n = 360,000). AID 602123; in the data active means inhibition above about 13%, passing the limit was not always enough;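 further: 0% = enzyme with probe and DMSO and 100% = no enzyme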
MsrA act: activates bovine MsrA enzyme; actives 0.3% (n = 360,000); purified bovine MsrA, absorbance read-out; activation, % at 10.6 µM; AID 602163; in the data active means activation above about 7.5%;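 further: 0% = vehicle and 100% = reference activator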
CendR NRP1 mod: NRP-1/CendR interaction modulation; inhibition, % at 25 µM; AID 602438; actives 0.85% (n = 360,000); O14786; FAM-RPARPAR peptide binding to NRP-1, fluorescence polarization;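 active means inhibition or corrected inhibition above about 18%, plus a signal ratio from 0.5 to 1.5, limit read from the data, passing the limit was not always enough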; further: strong numbers were not always called active
Target sequence (O14786 whole entry, looked up): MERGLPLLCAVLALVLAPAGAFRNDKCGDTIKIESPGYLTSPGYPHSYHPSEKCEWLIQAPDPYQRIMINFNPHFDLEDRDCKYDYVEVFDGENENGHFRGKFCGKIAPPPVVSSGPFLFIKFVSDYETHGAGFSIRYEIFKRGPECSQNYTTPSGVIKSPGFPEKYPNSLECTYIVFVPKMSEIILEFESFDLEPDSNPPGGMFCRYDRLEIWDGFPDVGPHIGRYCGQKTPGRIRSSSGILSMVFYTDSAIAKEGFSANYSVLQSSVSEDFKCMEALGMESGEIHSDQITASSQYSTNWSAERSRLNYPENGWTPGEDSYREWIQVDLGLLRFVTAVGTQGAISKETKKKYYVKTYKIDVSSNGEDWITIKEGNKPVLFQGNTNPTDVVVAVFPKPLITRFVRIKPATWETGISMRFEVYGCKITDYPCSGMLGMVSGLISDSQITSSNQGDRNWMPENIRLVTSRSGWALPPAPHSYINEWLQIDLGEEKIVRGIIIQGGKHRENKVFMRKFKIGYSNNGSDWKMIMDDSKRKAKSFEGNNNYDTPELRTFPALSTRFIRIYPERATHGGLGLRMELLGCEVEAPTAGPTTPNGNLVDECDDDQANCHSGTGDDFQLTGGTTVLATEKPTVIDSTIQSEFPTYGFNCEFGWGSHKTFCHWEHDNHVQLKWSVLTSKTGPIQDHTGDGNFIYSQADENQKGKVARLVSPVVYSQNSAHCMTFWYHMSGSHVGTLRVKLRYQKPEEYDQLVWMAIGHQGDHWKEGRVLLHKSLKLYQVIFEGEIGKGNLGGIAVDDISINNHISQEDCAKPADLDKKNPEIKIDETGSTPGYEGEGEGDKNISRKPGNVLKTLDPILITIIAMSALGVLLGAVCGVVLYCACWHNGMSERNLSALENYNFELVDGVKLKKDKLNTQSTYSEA
Tb MetRS inh: blocks T. brucei methionyl-tRNA synthetase activity. purified T. brucei MetRS, ATP depletion, Kinase-Glo luminescence. actives 0.4% (n = 360,000). AID 624268. inhibition, % at 11.9 µM;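 active means inhibition above a per-plate cutoff of the control wells' mean inhibition plus 3 SD, cut at about 5.5% in these data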;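 further: 0% = DMSO wells median and 100% = median of wells with control inhibitor compound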
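Material: parasite MetRS enzyme / Replication: singlicate, one well per compound / Signal: luminescence of leftover ATP / Schedule: 2 h aminoacylation at 25 °C after 15 min preincubation / Medium: HEPES-MgCl2-KCl buffer plus DTT, spermine, BSA, pyrophosphatase / Doses: 11.9 µM single point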
MsrA inhibitor: bovine MsrA inhibition | inhibition, % at 15.5 µM | actives 0.75% (n = 360,000) | AID 651718 | purified bovine MsrA, absorbance read-out; in the data active means inhibition above about 4.5%;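 further: 0% = vehicle wells with enzyme and 100% = reference inhibitor wells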
SKN-1 inh: blocks SKN-1 activity in C. elegans | actives 0.49% (n = 360,000) | inhibition, % at 21.8 µM | C. elegans VP596 Pgst-4::GFP/RFP ratio, acrylamide-induced, 24 h | AID 624304;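 active means interference check ratio from 0.5 to 1.5 plus GFP to RFP signal ratio inhibition reaching or exceeding a fixed threshold, cut at about 30% in these data, passing the limit was not always enough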; further: some compounds called inactive have numbers as strong as hits
An asterisk follows results filed as active; x = not tested or not shown.

SMILES	FAS TE block	MT1-MMP act inh	PABP1 MLLE inh	E coli Lon inh	MsrA act	CendR NRP1 mod	Tb MetRS inh	MsrA inhibitor	SKN-1 inh
CCCCCCCCN1C(=O)[C@H](CC(=O)N2CCOCC2)C[C@@]2(C(=O)OC)CC(C)(C)CC=C12	x	-8	x	x	x	-7	-0.5	-0.1	17
Cn1nnc2cc(NC(=O)Nc3ccccc3F)ccc21	-5	4	5	-2	-3	0	0.3	1.5	-5
Cc1cccc(NC2SC(=O)N(CC(=O)O)C2=O)c1 (stereo not given)	-9	-8	24	-7	-4	3	0.1	-0.3	6
CCOC(=O)N1CCN(C(=O)c2ccc(NS(=O)(=O)c3ccc4[nH]c(=O)[nH]c4c3)cc2)CC1	-4	1	-6	4	-2	-8	-0.4	0.0	5
CCN1CCCC1Cn1cnc2c([nH]c3cccc(Cl)c32)c1=O (stereo not given)	-5	6	-7	-3	-7	-2	-1.2	0.1	-19
CC/C(=C1/C(=O)CC(C)(C)C(C(=O)OC)C1=O)N1CCCC1 (stereo not given)	-11	2	-5	4	-8	35*	-1.6	0.5	-27
CC1CC(=O)c2cnc(Nc3cccc(C(F)(F)F)c3)nc2C1 (stereo not given)	-6	3	-12	-4	-2	2	-0.1	-0.5	21
O=C(Cc1ccc(S(=O)(=O)N2CCCCC2)s1)Nc1ccc(F)c(F)c1	24	1	7	-2	-1	-11	0.7	-1.3	9
COc1ccc(/C=N/Nc2ncnc3sc4c(c23)CCCC4)cc1O	19	-8	-13	0	-10	1	-1.0	4.5	1
CC(C)(Cc1nc2ccccc2[nH]1)c1nc2ccccc2[nH]1	-7	-3	-19	-16	-3	-12	0.2	-0.9	5
CN(Cc1nc2ccccc2c(=O)[nH]1)C(=O)c1cccc(S(=O)(=O)N2CCCCCC2)c1	-4	1	4	12	-4	2	-0.2	0.8	-11
CS(=O)(=O)N(CCc1ccccc1)CC(=O)N1CCCCC1	-6	-3	8	-1	-6	4	-0.9	0.6	5
O=C1OC(Nc2nc(-c3ccc(F)cc3)cs2)c2ccccc21 (stereo not given)	-7	2	-12	-9	-1	-2	0.1	0.4	13
Cc1nc2n(COCCO)cnn2c(=O)c1Br	-6	2	19	-4	-5	12	-0.6	-0.7	10
COc1cccc(N2CCN(C(=O)c3ccc(CS(=O)Cc4ccc(C)cc4)o3)CC2)c1 (stereo not given)	-6	1	5	1	-3	14	-0.2	0.8	4
O=S(=O)(c1cccc(-c2cn3cc(Cl)ccc3n2)c1)N1CCOCC1	3	-1	3	-8	-1	-10	0.1	-0.1	7
CCOC(=O)NC1CCc2cc(OC)c(OC)c(OC)c2-c2ccc(SC)c(=O)cc21 (stereo not given)	-5	25	-4	-8	-3	2	-0.3	2.6	12
Cc1ccc(C(C(=O)NC2CCCC2)N(Cc2ccc(F)cc2)C(=O)c2snc(C(N)=O)c2N)o1 (stereo not given)	10	2	2	-3	1	14	-0.2	2.1	17
COc1ccc2cc3cc(C(=O)NCCC(C)C)oc3nc2c1	4	3	-7	-4	-2	10	-0.3	0.6	8
Cn1c(C(=O)N2CCN(c3ccc(F)cc3)CC2)cc2ccccc21	17	3	-12	2	-2	4	-2.1	1.7	14
CCN(C(=O)CSc1nnc(SC)s1)c1c(N)n(Cc2ccccc2)c(=O)[nH]c1=O	-3	-2	-19	-9	1	2	-0.2	-1.1	-4
COCCNC(=O)/C(C#N)=C/c1ccc(O)c([N+](=O)[O-])c1	-4	5	-4	-2	-5	8	0.1	3.2	9
N/C(=N\OS(=O)(=O)c1ccc2ccccc2c1)c1ccncc1	-2	4	3	-11	-3	7	-0.5	-0.1	-2
C[C@@H]1CN([C@H](C)CO)C(=O)c2cc(-c3ccc(C#N)cc3)cnc2O[C@H]1CN(C)C(=O)c1ccccc1	-2	0	-34	-4	-3	1	-1.3	-0.8	-5
CCCc1ccc(Oc2c(-c3ccc(O)c(C)c3O)n[nH]c2C)cc1	-82	4	-1	-5	-10	-8	-0.3	-1.6	-23
CCN1/C(=C/c2sc(-c3ccccc3C)c[n+]2C)Sc2ccccc21	-5	-17	-127	-4	-1	-3	-0.5	-0.5	-6
Cn1c(N)c(C(=O)CCl)c(=O)n(Cc2ccccc2)c1=O	-5	1	2	-7	-1	-6	-0.1	-0.7	-10
CCC(=O)Nc1nc2nc(C)cc(=O)n2[nH]1	-8	4	-7	-1	-8	-11	-1.8	0.2	-1
O=C(CNC(=O)N1CC(=O)Nc2ccccc21)Nc1ccc(Cl)cc1	-1	3	10	-3	-2	10	0.0	0.1	-9
C[C@@H]1CN([C@H](C)CO)C(=O)c2cc(-c3ccccc3)cnc2O[C@@H]1CN(C)C(=O)C1CCOCC1	-8	-2	-10	0	-1	0	0.3	-1.2	-2

Nothing new here: 5 of the compounds above.
SMILES	FAS TE block	MT1-MMP act inh	PABP1 MLLE inh	E coli Lon inh	MsrA act	CendR NRP1 mod	Tb MetRS inh	MsrA inhibitor	SKN-1 inh
CCN1/C(=C/c2sc(-c3ccccc3C)c[n+]2C)Sc2ccccc21	-5	-17	-127	-4	-1	-3	-0.5	-0.5	-6
Cn1c(N)c(C(=O)CCl)c(=O)n(Cc2ccccc2)c1=O	-5	1	2	-7	-1	-6	-0.1	-0.7	-10
CCC(=O)Nc1nc2nc(C)cc(=O)n2[nH]1	-8	4	-7	-1	-8	-11	-1.8	0.2	-1
O=C(CNC(=O)N1CC(=O)Nc2ccccc21)Nc1ccc(Cl)cc1	-1	3	10	-3	-2	10	0.0	0.1	-9
C[C@@H]1CN([C@H](C)CO)C(=O)c2cc(-c3ccccc3)cnc2O[C@@H]1CN(C)C(=O)C1CCOCC1	-8	-2	-10	0	-1	0	0.3	-1.2	-2

Continued.
SMILES	FAS TE block	MT1-MMP act inh	PABP1 MLLE inh	E coli Lon inh	MsrA act	CendR NRP1 mod	Tb MetRS inh	MsrA inhibitor	SKN-1 inh
COc1cc(C(C(=O)NC2CCCC2)N(C(=O)c2ccco2)c2ccccc2C(C)=O)cc(OC)c1OC (stereo not given)	-4	-2	14	-4	-2	5	0.0	-0.5	8
O=C(c1cc([N+](=O)[O-])cc([N+](=O)[O-])c1)N1CCCc2ccccc21	2	6	7	-7	-1	-1	-0.3	1.3	3
COc1ccc(C(=O)Nc2ccc(NC(=O)c3ccccc3OC)nc2)cc1	13	8	-14	1	-10	-3	-1.2	0.4	10
Cc1ccc(-c2nc(CSCC(=O)N3CCN(C(=O)c4ccco4)CC3)c(C)o2)cc1	0	4	30	1	0	-2	-0.1	0.0	1
CCN(CC(=O)NC1CCS(=O)(=O)C1)c1ccc(S(=O)(=O)N(CC)CC)cc1[N+](=O)[O-] (stereo not given)	0	2	-5	-17	0	-6	-0.1	0.1	7
CCOC(=O)Cn1c(=NC(=O)CSC(C)=O)sc2cc(F)ccc21	-6	-3	18	-5	-2	-6	0.2	-0.8	-13
Cc1ccc(C2/C(=C(\O)c3ccc4c(c3)OCCO4)C(=O)C(=O)N2CC2CCCO2)cc1 (stereo not given)	-3	0	-5	-25	-6	-8	-0.9	2.0	4
COc1ccc(-c2oc3ccc(-c4ccc5c(c4)OCO5)cc3c2C#CC2(O)CCCCC2)cc1	37	15	-3	7	-4	-13	0.6	5.2*	-11
O=C(CNc1cccc(Cl)c1)NNC(=S)NCc1ccccc1	7	4	-44	-3	-2	-4	-0.4	0.0	-1
CCOC(=O)C1=C(COC(=O)Cc2ccccc2[N+](=O)[O-])NC(=O)NC1C (stereo not given)	-7	3	9	2	-8	-8	-0.5	-0.7	6
CCS(=O)(=O)Nc1cccc(C2=NN(S(C)(=O)=O)C(c3cccs3)C2)c1 (stereo not given)	-5	-21	-10	-27	-1	-63	0.2	-0.2	4
CCOC(=O)N=S(=O)(Oc1ccc([N+](=O)[O-])cc1)c1ccccc1 (stereo not given)	5	-1	4	-3	-5	2	-2.0	-0.5	1
O=C(NC1CC(=O)N(c2ccc(F)cc2)C1)N1CCN(C(=O)c2ccco2)CC1 (stereo not given)	-5	1	3	-1	-8	0	-0.4	-1.5	-3
Cc1ccc(NC(=O)COC(=O)CN2CCSC2=O)cc1F	-5	1	4	3	-1	-6	0.3	-0.9	5
C#CCn1c(=NC(=O)c2ccc(S(=O)(=O)N3CCCc4ccccc43)cc2)sc2cc(S(N)(=O)=O)ccc21	23	-22	8	-4	-5	-27	0.1	5.3*	7
OC(COc1c(F)cc(Br)cc1F)CN1CCc2ccccc2C1 (stereo not given)	9	4	-9	-3	-1	7	-0.1	-0.4	-1
Cc1ccc2nc(-c3ccco3)c(Nc3ccccc3)n2c1	-6	1	9	-2	-11	-4	-1.2	0.0	-9
CCn1cc(/C=N\NC(=O)c2cc(-c3ccccc3OC)nc3ccccc23)c(C)n1	-6	-3	0	-3	0	-6	-0.8	3.2	7
O=C(COc1cccc(C(F)(F)F)c1)Nc1ccc(S(=O)(=O)N2CCCC2)cc1	31	-2	4	7	-4	-2	0.2	-0.3	-1
Cc1oc(-c2ccccc2)nc1CS(=O)CC(=O)NC1CCCC1 (stereo not given)	-6	-2	20	8	-3	-2	-0.2	-0.1	-15
Cn1cc(-c2cccc3nncn23)cn1	-11	3	0	3	-5	23	0.0	1.1	-7
Cc1ccc(-c2nc3ncccc3n2O)cc1	-14	3	3	-8	-4	-12	-1.2	2.0	5
CCOC(=O)C1CCN(Cc2cc(C(C)C)c(O)c(C(C)C)c2)CC1	-1	-2	0	-2	-6	2	-0.5	-0.5	-8
Cc1nc(SCC(=O)Nc2cc(S(=O)(=O)N3CCOCC3)ccc2Cl)nc(C)c1C	4	4	6	-6	-11	-9	-0.3	0.7	-12
COc1cc(C(=O)NCCc2ccc3c(c2)OCCO3)ccc1OCC(=O)N1CCOCC1	-10	-2	-22	5	-2	-14	-0.6	0.9	-13
CCn1ccnc1[C@@H]1C[C@H]2CN(c3ccccc3OC)C(=O)[C@]23CCCN13	-5	1	1	-2	-2	13	0.4	-1.1	-6
O=c1cc(CN2CCN(c3ccc(F)cc3)CC2)nc2sccn12	-3	-3	36	-6	2	13	-0.5	0.5	-24
C=CCNC(=O)NC(=O)COC(=O)/C(C#N)=C/c1cc(C)n(CCC(C)C)c1C	-2	3	2	7	-3	-6	-0.7	-0.6	10
CCOc1ccc(NC(=O)c2cccc(OC(=S)N3CCOCC3)c2)cc1	8	-12	14	2	0	-2	-0.6	1.1	-2
CCc1nc2ccc(C(=O)NCc3cccs3)cn2c1N(CC)Cc1cccc(Br)c1	6	-5	-2	0	-7	-1	-0.5	-0.9	23
COc1ccc(CCNC(=O)CCCN2C(=O)c3ccccc3C2=O)cc1	-4	1	1	-5	-1	-7	-0.5	1.2	2
Cn1c(COc2ccc(Cl)cc2)nnc1SCC(=O)NC1CCCCC1	0	4	2	0	-2	3	1.1	-0.3	13
COc1ccc(OC)c(NC(=O)CCN2CCC(C)CC2)c1	-7	8	-12	-5	-2	13	0.3	0.6	15
CC(C)CN1CCNC(=O)C1CC(=O)NCCCN1CCCc2ccccc21 (stereo not given)	-4	3	11	6	-9	4	-1.2	-0.8	0
OC(c1ccccc1)c1nc(-c2cc(F)cc(F)c2)cs1 (stereo not given)	14	2	5	3	-1	15	-0.2	1.1	-4
